influenza NS1A: NS1A inhibition, H1N1 influenza, cell based functional assay (AID 504329); NS1A functional cell-based assay, percent inhibition; higher % means a stronger effect; one-dose inhibition, % at 12.5 µM; IC50 in µM for titrated hits; actives 0.3% (n = 340,000); in the data active = a potency from the dose series; inconclusive = inhibition above about 27% without an active follow-up result; note: strong numbers were not always called active
PhoP GFP inhibition: PhoP regulon inhibitors, Salmonella typhi PhoP promoter GFP reporter, confirmatory (AID 1850); Salmonella Typhi PhoP-promoter GFP reporter, fluorescence, 4 h; higher % means a stronger effect; inhibition, % at 50 µM; hits with a dose series show IC50 in µM; actives 0.33% (n = 310,000); in the data active = a potency from the dose series; inconclusive = inhibition mostly from about 25% at the one dose, without a potency; inactive = the rest, 99 in 100 with inhibition below about 19%;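 note: 0% = induced wells with vehicle and 100% = uninduced wells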
VEEV TC-83 Vero: inhibitors of VEEV TC-83 cytopathic effect, confirmation, Vero cells (AID 588727). Vero cells, VEEV TC-83 cytopathic effect inhibition; higher % means a stronger effect. actives 0.13% (n = 350,000). inhibition, % at 20 µM, or IC50 in µM where a hit was titrated; in the data active = a potency from the dose series; inconclusive = inhibition mostly from about 14% at the one dose, without a potency; inactive = the rest, 99 in 100 with inhibition below about 12%; note: strong numbers were not always called active
M. tuberculosis HTS: M. tuberculosis growth inhibition, HTS (AID 449762); M. tuberculosis H37Rv growth inhibition, 7H9 media; higher % means a stronger effect; one-dose inhibition, % at 25 µM; IC50 in µM for titrated hits; actives 0.59% (n = 330,000); in the data active = a potency from the dose series; inconclusive = inhibition above about 70% without an active follow-up result;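 note: bacterial growth assessed after seven days of incubation; strong numbers were not always called active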
tuberculosis growth: growth inhibition of non-replicating M. tuberculosis (AID 488890); Mycobacterium tuberculosis non-replicating, growth inhibition; higher % means a stronger effect; one-dose inhibition, % at 25 µM; IC50 in µM for titrated hits; actives 0.39% (n = 320,000); in the data active = a potency from the dose series; inconclusive = inhibition mostly from about 82% at the one dose, without a potency; inactive = the rest, 99 in 100 with inhibition below about 76%;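 note: plate controls were DMSO cells for no effect and high antibiotic wells for full effect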
VEEV TC-83 Vero 10K pilot screen: recorded beside VEEV TC-83 Vero, whose call it bears; inhibition, %; measured here: 10K pilot screen inhibition
* = called active by the depositor; & = joins results of further samples.

`O=C(c1ccc2c(c1)OCO2)N(c1ccccc1)C1C=CS(=O)(=O)C1` (stereo not drawn) gave influenza NS1A -12%, PhoP GFP inhibition 17%, VEEV TC-83 Vero 1.3%, M. tuberculosis HTS -6% and tuberculosis growth -5%.
`COc1ccc(Cl)cc1C(=O)Nc1nc(C)cc(C)n1` gave influenza NS1A -5%, PhoP GFP inhibition -6%, VEEV TC-83 Vero 0.9%, M. tuberculosis HTS -6% and tuberculosis growth 5%.
`Cc1ccc(-c2c[n+](CC(=O)c3ccc(Br)cc3)c3n2CCCCC3)cc1` gave influenza NS1A 0%, PhoP GFP inhibition 4%, VEEV TC-83 Vero 3.4%, M. tuberculosis HTS inconclusive and tuberculosis growth 79%.
For CNC(=O)CN1C(=O)NC2(CCc3ccccc3C2)C1=O (stereo not drawn) the results were influenza NS1A -5%, PhoP GFP inhibition -9%, VEEV TC-83 Vero inactive, M. tuberculosis HTS -9% and tuberculosis growth -10%.
For Cc1ccc(OCC(=O)Nc2ccccc2-c2ccccc2)cc1 the results were influenza NS1A -8%, PhoP GFP inhibition -15%, VEEV TC-83 Vero inactive, M. tuberculosis HTS 5% and tuberculosis growth 17%.
For COc1ccc(S(=O)(=O)N(C)CC(=O)NCc2ccccc2)cc1OC the results were influenza NS1A -3%, PhoP GFP inhibition 0%, VEEV TC-83 Vero inactive, M. tuberculosis HTS -6% and tuberculosis growth -7%.
COc1ccccc1NS(=O)(=O)c1ccc(N2CCOCC2)c(NC(=O)c2ccco2)c1 was read as influenza NS1A -9%, PhoP GFP inhibition -3%, VEEV TC-83 Vero 2.7%, M. tuberculosis HTS 3% and tuberculosis growth 16%.
CC(/C=C/c1ccccc1)=N\NC(N)=S was read as influenza NS1A -1%, PhoP GFP inhibition 0%, VEEV TC-83 Vero 7.3%, M. tuberculosis HTS 3.8µM* and tuberculosis growth inconclusive.
O=C1NC(=O)/C(=C\c2ccc(Sc3ccc(Cl)cc3)o2)N1 was read as influenza NS1A -9%, PhoP GFP inhibition 0%, VEEV TC-83 Vero 0.7%, M. tuberculosis HTS -3% and tuberculosis growth 16%.
Screening CCN(CC(=O)Nc1cc(Cl)ccc1C)C(=O)c1ccc2c(c1)NC(=O)C(C)S2 (stereo not drawn) returned influenza NS1A -2%, PhoP GFP inhibition 7%, VEEV TC-83 Vero 2.6%, M. tuberculosis HTS 2% and tuberculosis growth 23%.
CCOC(=O)N1CCN(C(=O)C2CCCN(S(C)(=O)=O)C2)CC1 (stereo not drawn) was read as influenza NS1A -9%, PhoP GFP inhibition -7%, VEEV TC-83 Vero 0.4%, M. tuberculosis HTS -2% and tuberculosis growth -5%.
Screening COc1ccc(NC(=O)CC2C(=O)N(c3ccc(OC)cc3)C(=S)N2NC(=O)c2cccc(F)c2)cc1 (stereo not drawn) returned influenza NS1A -2%, PhoP GFP inhibition -1%, VEEV TC-83 Vero 2.0%, M. tuberculosis HTS 0% and tuberculosis growth -9%.

The closing 5 records of the section before lead into the next.
CC(/C=C/c1ccccc1)=N\NC(N)=S was read as influenza NS1A -1%, PhoP GFP inhibition 0%, VEEV TC-83 Vero 7.3%, M. tuberculosis HTS 3.8µM* and tuberculosis growth inconclusive.
O=C1NC(=O)/C(=C\c2ccc(Sc3ccc(Cl)cc3)o2)N1 was read as influenza NS1A -9%, PhoP GFP inhibition 0%, VEEV TC-83 Vero 0.7%, M. tuberculosis HTS -3% and tuberculosis growth 16%.
Screening CCN(CC(=O)Nc1cc(Cl)ccc1C)C(=O)c1ccc2c(c1)NC(=O)C(C)S2 (stereo not drawn) returned influenza NS1A -2%, PhoP GFP inhibition 7%, VEEV TC-83 Vero 2.6%, M. tuberculosis HTS 2% and tuberculosis growth 23%.
CCOC(=O)N1CCN(C(=O)C2CCCN(S(C)(=O)=O)C2)CC1 (stereo not drawn) was read as influenza NS1A -9%, PhoP GFP inhibition -7%, VEEV TC-83 Vero 0.4%, M. tuberculosis HTS -2% and tuberculosis growth -5%.
Screening COc1ccc(NC(=O)CC2C(=O)N(c3ccc(OC)cc3)C(=S)N2NC(=O)c2cccc(F)c2)cc1 (stereo not drawn) returned influenza NS1A -2%, PhoP GFP inhibition -1%, VEEV TC-83 Vero 2.0%, M. tuberculosis HTS 0% and tuberculosis growth -9%.
`COCC(C)NC(=O)c1cccc([N+](=O)[O-])c1` (stereo not drawn) gave influenza NS1A -10%, PhoP GFP inhibition 7%, VEEV TC-83 Vero 1.8%, M. tuberculosis HTS 7% and tuberculosis growth 4%.
Screening Nc1c(Cl)ncnc1N/N=C/c1ccccn1 returned PhoP GFP inhibition 34µM*, M. tuberculosis HTS inconclusive and tuberculosis growth inconclusive.
For CC(C)CC1NC(=O)c2ccccc2-n2c1nc1cc(F)ccc1c2=O (stereo not drawn) the results were M. tuberculosis HTS -3% and tuberculosis growth 0%.
Screening CCOC(=O)C(O)(c1ccc(N(CC)S(=O)(=O)c2ccc(C)cc2)cc1)C(F)(F)F (stereo not drawn) returned influenza NS1A 21%, PhoP GFP inhibition -6%, VEEV TC-83 Vero inactive, M. tuberculosis HTS -2% and tuberculosis growth 5%.
Cc1csc2nc(COC(=O)c3ccc(Cl)c([N+](=O)[O-])c3)cc(=O)n12 was read as influenza NS1A -7%, VEEV TC-83 Vero 0.1% and M. tuberculosis HTS 3%.
`Cc1ccc(NC(=O)C2(S(=O)(=O)c3ccc(Cl)cc3)CC2)cc1` gave influenza NS1A 12%, PhoP GFP inhibition 5%, VEEV TC-83 Vero 9.0%, M. tuberculosis HTS -2% and tuberculosis growth -11%.
CN1C(=O)C(O)(CC(=O)c2ccc(F)cc2)c2cc(Br)ccc21 (stereo not drawn) was read as influenza NS1A -2%, PhoP GFP inhibition -3%, VEEV TC-83 Vero 0.1% and M. tuberculosis HTS 2%.
COc1ccc(Cl)cc1NC(=O)CSc1nnc(-c2ccco2)o1 was read as influenza NS1A -8%, PhoP GFP inhibition -4%, VEEV TC-83 Vero 4.4%, M. tuberculosis HTS -3% and tuberculosis growth 2%.
`Cc1cccc(OCC(O)CNC(=O)c2ccccc2C(=O)O)c1` (stereo not drawn) gave influenza NS1A 6%, PhoP GFP inhibition 3%, VEEV TC-83 Vero 1.2%, M. tuberculosis HTS -4% and tuberculosis growth 2%.
For C/C(=N\NC(=O)c1n[nH]c2c1CCC2)c1cccs1 the results were influenza NS1A -20%, PhoP GFP inhibition 5%, VEEV TC-83 Vero 0.9%, M. tuberculosis HTS 2% and tuberculosis growth 8%.
`CC(C)Oc1cccc(C(=O)C2CCCN(Cc3ccc4nonc4c3)C2)c1` (stereo not drawn) gave influenza NS1A 9%, PhoP GFP inhibition -10%, VEEV TC-83 Vero 3.2%, M. tuberculosis HTS 1% and tuberculosis growth inconclusive.
O=C1C2C(c3cccc(/C=C/c4ccccc4)c3)CC=CC2C(c2ccc3ccccc3c2)N1Cc1ccccc1 (stereo not drawn) was read as influenza NS1A -2%, PhoP GFP inhibition 5%, VEEV TC-83 Vero inactive, M. tuberculosis HTS 4% and tuberculosis growth -4%.
Screening Cc1cccc(NS(=O)(=O)c2ccc(C(=O)N3CCN(c4ccccc4O)CC3)cc2)c1C returned influenza NS1A 17%, PhoP GFP inhibition -3%, VEEV TC-83 Vero 9.5%, M. tuberculosis HTS 75µM* and tuberculosis growth 23%.
`COc1ccc(S(=O)(=O)NCCCCNS(=O)(=O)c2ccc(OC)cc2)cc1` gave influenza NS1A 16%, PhoP GFP inhibition -3%, VEEV TC-83 Vero inactive, M. tuberculosis HTS -3%, tuberculosis growth 3% and VEEV TC-83 Vero 10K pilot screen 0.2.
For CC(=O)c1ccc(N2CCN(c3ncc(C(F)(F)F)cc3Cl)CC2)cc1 the results were influenza NS1A -1%, PhoP GFP inhibition -9%, VEEV TC-83 Vero 3.0%, M. tuberculosis HTS 31% and tuberculosis growth 16%.
Screening CC(OC(=O)CC1CCCCC1)C(=O)Nc1cccc(C#N)c1 (stereo not drawn) returned influenza NS1A 7%, PhoP GFP inhibition -5%, VEEV TC-83 Vero 0.4%, M. tuberculosis HTS -3% and tuberculosis growth 38%.
`O=C(NCCCN1CCCC1=O)c1cc(COc2ccc(F)cc2F)on1` gave influenza NS1A -5%, PhoP GFP inhibition 3%, VEEV TC-83 Vero 0.9%, M. tuberculosis HTS -1% and tuberculosis growth 0%.
CC1=NN(c2ccccc2)C(=O)/C1=C\c1cn(-c2ccccc2)nc1C was read as influenza NS1A 7%, PhoP GFP inhibition -10%, VEEV TC-83 Vero 1.1%, M. tuberculosis HTS 2% and tuberculosis growth -17%.
CC(Oc1ccc(Br)cc1Cl)C(=O)Nc1ccncc1 (stereo not drawn) was read as influenza NS1A -4%, PhoP GFP inhibition -7%, VEEV TC-83 Vero 2.3%, M. tuberculosis HTS 11% and tuberculosis growth 73%.
Cc1nnc(NC(=O)CSCc2ccccc2)s1 was read as influenza NS1A 1%, PhoP GFP inhibition -10%, VEEV TC-83 Vero 4.1%, M. tuberculosis HTS 8% and tuberculosis growth 29%.
O=c1c2ccccc2[nH]c2ccc(F)cc12 was read as influenza NS1A 4%, PhoP GFP inhibition 76µM*, VEEV TC-83 Vero 0.0%, M. tuberculosis HTS 21%, tuberculosis growth 16% and VEEV TC-83 Vero 10K pilot screen 1.9.
`Cc1cc(Cl)ccc1OCC(=O)NNC(=O)c1cccnc1` gave influenza NS1A 1%, PhoP GFP inhibition -4%, VEEV TC-83 Vero 2.2%, M. tuberculosis HTS -7% and tuberculosis growth -10%.
For CCn1nc(C(=O)N2CCc3ccccc3C2)c2ccccc2c1=O the results were influenza NS1A 1%, PhoP GFP inhibition -1%, VEEV TC-83 Vero 6.0%, M. tuberculosis HTS -11% and tuberculosis growth 4%.
For O=C(Nc1ccc(Cl)cc1)NC1CCCCC1Cc1ccco1 (stereo not drawn) the results were influenza NS1A -5%, PhoP GFP inhibition 5%, VEEV TC-83 Vero inactive, M. tuberculosis HTS 4% and tuberculosis growth -7%.
`CCOC(=O)c1cc2c(cn1)[nH]c1ccccc12` gave influenza NS1A -2%, PhoP GFP inhibition 5%&10%, VEEV TC-83 Vero 8.9%, M. tuberculosis HTS 7% and tuberculosis growth 23%.
CCC(C)(C)n1nnnc1CN1CCC(c2nc3ccc(C)cc3[nH]2)CC1 was read as influenza NS1A -8%, PhoP GFP inhibition -1%, VEEV TC-83 Vero inactive, M. tuberculosis HTS -4% and tuberculosis growth 30%.
Screening CC(C)c1nc(SCC(=O)Nc2cccc(C(F)(F)F)c2)c2c(=O)n(C)c(=O)n(C)c2n1 returned influenza NS1A 2%, PhoP GFP inhibition 2%, VEEV TC-83 Vero 11%, M. tuberculosis HTS -8% and tuberculosis growth 2%.
For C/C(=N\NC(=O)CC#N)c1cc2ccccc2oc1=O the results were influenza NS1A -3%, PhoP GFP inhibition 12%, VEEV TC-83 Vero 2.1%, M. tuberculosis HTS 1% and tuberculosis growth 20%.
Screening O=C(C1CCC(CNS(=O)(=O)c2cccc3nsnc23)CC1)N1CC=C(c2ccccc2)CC1 (stereo not drawn) returned influenza NS1A 31%, VEEV TC-83 Vero inactive, M. tuberculosis HTS -9% and tuberculosis growth 30%.
Screening OCCCN1c2ccccc2Nc2nnc(-c3ccccc3)cc21 returned influenza NS1A -24%, PhoP GFP inhibition -5%, VEEV TC-83 Vero 6.5%, M. tuberculosis HTS 59% and tuberculosis growth 17%.
For Cc1ccsc1C1CC(=O)Nc2ccccc2S1 (stereo not drawn) the results were influenza NS1A 5%, PhoP GFP inhibition 4%, VEEV TC-83 Vero inactive, M. tuberculosis HTS 12% and tuberculosis growth -1%.
`COc1ccc(OC)c(/C(C)=N/Nc2ccc(C(=O)O)cc2)c1` gave influenza NS1A -14%, PhoP GFP inhibition 14%, VEEV TC-83 Vero 0.6%, M. tuberculosis HTS 30%, tuberculosis growth 28% and VEEV TC-83 Vero 10K pilot screen 1.8.
`CN(C)c1ccc(C(=O)OCC(=O)NCCNC(=O)COC(=O)c2ccc(N(C)C)cc2)cc1` gave influenza NS1A -11%, PhoP GFP inhibition -11%, VEEV TC-83 Vero 0.3%, M. tuberculosis HTS 0% and tuberculosis growth -7%.
`CSc1ncc(Cl)c(C(=O)Nc2ccccc2Cl)n1` gave influenza NS1A -4%, PhoP GFP inhibition -6%, VEEV TC-83 Vero inactive, M. tuberculosis HTS 0% and tuberculosis growth 6%.
`O=C(Nc1ccc(Cl)cc1)Nc1nnc(-c2ccncc2)s1` gave influenza NS1A 1%, PhoP GFP inhibition -12%, VEEV TC-83 Vero 3.0% and M. tuberculosis HTS -5%.
